EBI2 block: EBI2 receptor antagonists, beta-arrestin recruitment, primary screen, cell-based, luminescence, 7a,25-OHC stimulation, uHTS | 360,000 tested, 0.81% active | G-protein coupled receptor 183 (Homo sapiens), P32249 | 7a,25-OHC stimulated | inhibition, % at 5 µM; in the data active = inhibition above about 38%;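 also: enzyme fragment complementation signal reports receptor beta-arrestin coupling in cells; 0% = agonist plus DMSO wells and 100% = wells without agonist; some results beyond the cut were filed as inactive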
Target sequence (P32249 whole entry, looked up, the tested form may be a part): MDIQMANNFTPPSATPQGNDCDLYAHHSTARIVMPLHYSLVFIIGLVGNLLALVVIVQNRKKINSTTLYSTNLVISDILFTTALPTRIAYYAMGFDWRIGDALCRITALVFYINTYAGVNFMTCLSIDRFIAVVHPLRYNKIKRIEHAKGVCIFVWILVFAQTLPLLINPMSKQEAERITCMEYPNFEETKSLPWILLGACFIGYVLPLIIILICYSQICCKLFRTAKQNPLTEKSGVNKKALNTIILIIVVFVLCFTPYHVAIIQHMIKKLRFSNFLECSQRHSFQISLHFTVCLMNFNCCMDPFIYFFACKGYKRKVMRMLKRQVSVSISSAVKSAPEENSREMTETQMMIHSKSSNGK
CCR6 antagonist: CCR6 receptor antagonists, primary screen, cell-based, CHO-K1, luminescence, beta-arrestin, uHTS; C-C chemokine receptor type 6 (Homo sapiens), P51684; CHO-K1 CCR6 PathHunter beta-arrestin, CCL20-stimulated; inhibition, % at 20 µM; 340,000 tested, 0.49% active; AID 493098, 2011;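 active = compounds whose inhibition of the agonist-driven luminescence signal at 20 µM reaches about 50%, limit read from the data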;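 also: cells stimulated with CCL20 at 14 nM final; plate controls were DMSO with CCL20 for no effect and DMSO without agonist for full effect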
Target sequence (P51684 whole entry, looked up): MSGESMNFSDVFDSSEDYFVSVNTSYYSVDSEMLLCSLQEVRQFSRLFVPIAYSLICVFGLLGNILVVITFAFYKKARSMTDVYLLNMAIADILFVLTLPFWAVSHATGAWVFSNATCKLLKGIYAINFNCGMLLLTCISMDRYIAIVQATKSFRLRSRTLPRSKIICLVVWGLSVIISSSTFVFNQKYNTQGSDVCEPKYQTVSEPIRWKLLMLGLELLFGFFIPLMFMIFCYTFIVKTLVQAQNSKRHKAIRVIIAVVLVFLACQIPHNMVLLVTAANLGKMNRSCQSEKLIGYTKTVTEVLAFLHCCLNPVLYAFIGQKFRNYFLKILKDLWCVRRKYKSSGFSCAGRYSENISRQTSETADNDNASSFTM
UPR XBP1 act: activators of adaptive XBP1 UPR arm, primary screen, cell-based, CHO-XBP1 luciferase reporter, luminescence, uHTS; IRE1-XBP1 UPR activation; percent of tunicamycin response, DMSO as zero; 330,000 tested, 0.33% active; activation, % at 20 µM;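 active = versus positive control, 20 µM dose yields 30% or more activation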;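 also: 100% = tunicamycin at 10 µg/mL and 0% = DMSO only wells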
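Material: CHO cell line with stable XBP1 luciferase reporter; schedule: 16-18 h cell attachment at 37 °C, then 6 h compound exposure; signal: glow luminescence from Steady-Glo reagent; medium: serum-containing F12 medium, 10% FBS; benchmarks: tunicamycin 10 µg/mL and vehicle-only wells; read-out: percent activation relative to tunicamycin reference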
CHOP UPR activ: activators of apoptotic CHOP UPR arm, primary screen, cell-based, CHO-CHOP luciferase reporter, luminescence, uHTS. UPR activation; percent of tunicamycin response over DMSO baseline. activation, % at 10 µM. 330,000 tested, 0.34% active;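 active = at 10 µM dose, activation of 40% or more, normalized to positive control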;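 also: 100% = tunicamycin at 10 µg/mL and 0% = DMSO alone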
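Material: CHO-CHOP cells, stable luciferase reporter of PERK-eIF2a-CHOP signalling; quantity: 500 reporter cells seeded per well; buffer or medium: F12 medium containing 10% fetal bovine serum; compound: one dose, 10 µM in 0.5% DMSO; incubation: 6 h compound treatment, 37 °C; measured by: Steady-Glo luciferase luminescence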
Mdm2-MdmX inh: inhibitors of human Mdm2-MdmX association, primary screen, cell-based, luminescence, split luciferase, SaOS-2, uHTS; SaOS-2 split-luciferase Mdm2/MdmX complementation; inhibition, % at 8 µM; 330,000 tested, 3% active;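 active = inhibition of at least 50% at 8 µM in the primary screen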
APJ agonist: agonists of human apelin receptor APJ, primary screen, CHO-K1 cells, PathHunter beta-arrestin, luminescence | P35414 | 0% DMSO wells, 100% apelin | activation, % at 20 µM | 330,000 tested, 0.11% active;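 active = activation more than six SD over the plate average, tested at 20 µM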;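 also: 0% = DMSO alone and 100% = apelin-13 at 10 nM; some results filed as inactive read as strong as hits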
Target sequence (P35414 whole entry, looked up): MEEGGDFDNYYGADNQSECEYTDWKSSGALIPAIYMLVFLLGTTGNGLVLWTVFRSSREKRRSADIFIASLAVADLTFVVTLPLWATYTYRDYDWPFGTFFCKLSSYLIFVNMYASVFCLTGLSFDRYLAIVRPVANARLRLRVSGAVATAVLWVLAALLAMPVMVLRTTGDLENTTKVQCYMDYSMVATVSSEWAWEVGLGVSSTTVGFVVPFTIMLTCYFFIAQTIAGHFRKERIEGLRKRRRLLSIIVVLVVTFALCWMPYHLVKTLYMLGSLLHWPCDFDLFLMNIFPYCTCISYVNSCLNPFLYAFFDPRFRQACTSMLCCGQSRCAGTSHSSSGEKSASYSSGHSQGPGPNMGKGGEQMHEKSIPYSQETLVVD
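system = engineered CHO-K1 APJ arrestin reporter cells | input = 1000 cells per well | timing = overnight seeding, 90 min compound at 25 °C, 1 h detection | measured by = enzyme-fragment complementation luminescence | read-out = beta-arrestin recruitment to APJ as agonist activity, luminescent signal | control set = negative DMSO alone, positive Apelin-13 at 10 nM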
APJ antagonist: antagonists of human apelin receptor APJ, primary screen, CHO-K1 cells, beta-arrestin complementation, luminescence; 330,000 tested, 0.32% active; P35414; inhibition, % at 20 µM;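 active = inhibition above about 40% at 20 µM, limit read from the data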;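 also: cells challenged with 10 nM apelin-13 agonist together with compound; plate controls were apelin-13 plus DMSO wells for no effect and DMSO wells lacking apelin-13 for full effect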
tim23-1 inh: growth inhibitors of tim23-1 mutant yeast, primary screen, luminescence, uHTS. S. cerevisiae tim23-1 growth, BacTiter-Glo luminescence, 24 h. inhibition, % at 20 µM. 330,000 tested, 1.3% active;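 active = growth inhibition of the mutant yeast at or above 50%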;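 also: temperature-sensitive mutant grown at 25 °C; plate controls were DMSO-treated mutant yeast for no effect and medium wells lacking yeast for full effect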
CXCR6 inh: CXCR6 receptor inhibitors, primary screen, cell-based, beta-arrestin, luminescence, CHO-K1 PathHunter, 1536-well. C-X-C chemokine receptor type 6 (Homo sapiens), O00574. inhibition, % at 20 µM. 360,000 tested, 0.36% active; in the data active = inhibition above about 34%, passing the limit was not always enough;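 also: antagonist mode with CXCL16 agonist at 10 nM final; 0% = 10 nM CXCL16 with DMSO and 100% = unstimulated wells without agonist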
Numbers without * were called inactive. Some of the compounds tested; the hit share may differ from the screen's.

SMILES	EBI2 block	CCR6 antagonist	UPR XBP1 act	CHOP UPR activ	Mdm2-MdmX inh	APJ agonist	APJ antagonist	tim23-1 inh	CXCR6 inh
CCN1CCN(S(=O)(=O)c2ccc(Cl)c(C(=O)Nc3ccc(OC(F)F)cc3)c2)CC1	0	11	-6	-0.3	32	-4	-3	4	0
CCOc1ccc(S(=O)(=O)N(CCO)CCO)cc1-c1nc2c(C(C)(C)C)nn(C)c2c(=O)[nH]1	-2	-12	3	0.7	27	-1	13	-3	-4
CN(C)CCCN(C(=O)c1ccc2c(c1)CCCC2)c1nc2ccc(Cl)cc2s1	10	14	7	6.4	54*	-1	-7	47	-10
O=C(CN(Cc1ccco1)C(=O)c1ccc(Cl)cc1)Nc1c(Cl)cc(Cl)cc1Cl	8	8	-2	2.7	18	-2	2	1	6
NS(=O)(=O)c1ccc(NC(=O)COC(=O)c2ccc([N+](=O)[O-])s2)cc1	-9	-2	0	-2.3	21	17*	-59	-8	-16
COC(=O)c1sc2nc3c(cc2c1N)COC(C)(C)C3	-11	-15	4	4.8	-78	1	3	19	-6
Cc1cccn2c(=O)c3cc(S(=O)(=O)c4ccc(Br)cc4)c(=N)n(C4CCCC4)c3nc12	18	12	6	5.5	31	-1	0	31	6
Cc1ccc(NC(=O)CCN2CCN(CCO)CC2)cc1Br	-4	-3	1	0.0	-38	-1	1	12	7
Cc1cc(NS(=O)(=O)c2ccc(NS(=O)(=O)c3cc(C)c(Cl)cc3Cl)cc2)no1	-20	8	-3	2.2	12	-3	2	-1	-2
O=C(CN1CCOCC1)NCC12CC3CC(CC(C3)C1)C2	-9	-10	-2	1.4	20	-2	3	12	-4
O=c1c2ccccc2[nH]c(=S)n1CCN1CCN(Cc2ccccc2)CC1	3	1	-2	-0.6	-10	-5	3	-9	11
CC(C)(O)[C@H](O)COc1c2occc2cc2ccc(=O)oc12	-2	-4	1	0.3	-1	-1	-18	13	-3
Nc1ncnc2nc(SCC(=O)Nc3cccc(C(F)(F)F)c3)[nH]c12	-4	0	-2	-1.2	19	-3	14	22	-4
Cc1cc(C(=O)N/N=C/c2ccc([N+](=O)[O-])s2)c2ccccc2n1	5	6	1	1.2	26	4	-44	65*	-10
CC(=O)c1cccc(NC(=O)NCc2cccnc2)c1	-3	-7	-2	-0.5	8	-1	10	-3	-5
COC(=O)c1c(NC(=O)CC2SC(N)=NC2=O)sc2c1CCC(C)C2 (configuration not stated)	13	-13	0	-1.6	21	3	-7	30	2
O=C(CSc1nnc(-c2cccs2)n1-c1ccccc1)NCc1ccc2c(c1)OCO2	2	9	0	-0.2	10	3	3	17	4
Nc1ccc(C(=O)N2CCCC2)cc1CS(=O)(=O)c1ccc(Cl)cc1	-14	7	0	-0.6	6	1	2	5	-1
COc1ccc2c(c1)CCCC21NC(=O)NC1=O (configuration not stated)	-6	0	-3	2.5	21	-5	3	13	-5
Cn1c(SCC(=O)NCc2ccc3c(c2)OCO3)nnc1-c1cc2ccccc2cc1O	12	13	-2	-0.9	6	0	3	1	-3
COc1cc2c(cc1NC(=O)C(C)N1CCN(S(=O)(=O)c3ccc(C)c(C)c3)CC1)oc1ccccc12 (configuration not stated)	6	9	6	0.8	14	-1	-3	5	-1
O=C(O)c1cc(-c2ccccc2)nc(-c2ccccc2)c1	0	9	2	-0.8	21	-5	-2	3	12
O=C(NN=C1CCCC1)c1cc(O)cc(O)c1	-7	0	-1	-0.6	6	-1	18	-7	-2
O=C1CC[C@@H](CN(Cc2ccccn2)Cc2nc(-c3ccc(C(F)(F)F)cc3)no2)N1	-1	-9	-2	0.1	11	-3	-10	7	-4
O=C(CN1CCOCC1)Nc1ccc(-c2nc3ccccc3[nH]2)cc1	-7	-19	3	2.4	-32	-1	-5	2	-1
CC(C)OCCCNc1nc2c(c(=O)n(Cc3ccccc3F)c(=O)n2C)n1C	0	-6	4	-0.5	-8	-2	-8	27	0
Fc1ccc(CNc2ccccn2)cc1	-6	-5	-4	-0.2	-2	-5	-1	-6	-2
O=C(CSc1ccc([N+](=O)[O-])cc1)NCC1CCCCC1	19	4	1	-1.4	25	-3	8	13	-5
CCN=C1S/C(=C\c2ccc(O)c(OCC)c2)C(=O)N1CC	16	18	16	1.9	0	-3	-4	17	8
CCCC1(C(=O)OCC)NC(c2ccc(N(C)C)cc2)C2C(=O)N(c3ccc(F)cc3)C(=O)C21 (configuration not stated)	7	-8	-1	0.7	-21	-3	-2	13	2
Cc1ccc(CSc2nnc([C@@H]3CCCN3C(=O)OC(C)(C)C)o2)cc1	-3	16	-2	-0.5	6	4	-9	42	8
O=C(N/N=C/c1cc2c(cc1Cl)OCO2)c1cccc(Br)c1	10	5	-4	6.5	22	1	10	13	1
CCCCn1c(N)c(N(CCC(C)C)C(=O)c2sc3nc4n(c(=O)c3c2C)CCC4)c(=O)[nH]c1=O	-19	1	-2	-0.1	8	1	16	18	-2
Cc1nc2ccccc2n1Cc1n[nH]c(=S)n1-c1ccc(Cl)cc1	-1	9	-1	0.8	-20	-2	0	-5	-5
CCn1nc(C)c(CNC(=O)CC2C(=O)NCCN2CC(C)(C)C)c1C (configuration not stated)	0	5	0	-2.2	-5	0	5	9	4
CC(=O)N1CSCC1C(=O)NNS(=O)(=O)c1cccc(C(F)(F)F)c1 (configuration not stated)	-5	1	0	1.6	16	5	-6	-1	-3
COc1ccc(OC)c(NC(=O)c2cc3ccccc3cc2OC)c1	13	18	1	2.4	11	-2	10	34	0
COc1ccc(C)cc1S(=O)(=O)N1CCC2(CC1)OCCN2S(=O)(=O)c1cccs1	-2	13	-1	1.4	11	-4	4	14	2
O=C(CCc1c[nH]c2ccccc12)NC(Cc1ccccc1)C(=O)O (configuration not stated)	-7	3	0	3.0	-4	1	-19	14	9
CCC(CC)C(=O)NCCN1CCN(C(=O)C(CC)CC)CC1	-3	8	-3	15	0	-2	5	3	-2

The final 2 entries of the section before lead into the next.
SMILES	EBI2 block	CCR6 antagonist	UPR XBP1 act	CHOP UPR activ	Mdm2-MdmX inh	APJ agonist	APJ antagonist	tim23-1 inh	CXCR6 inh
O=C(CCc1c[nH]c2ccccc12)NC(Cc1ccccc1)C(=O)O (configuration not stated)	-7	3	0	3.0	-4	1	-19	14	9
CCC(CC)C(=O)NCCN1CCN(C(=O)C(CC)CC)CC1	-3	8	-3	15	0	-2	5	3	-2
CCN(Cc1ccccc1)C(=O)CSc1nc(C)cc(=O)[nH]1	-4	10	2	0.4	30	-3	0	28	2
Cc1csc(NC(=O)CCCC(=O)c2ccccc2)n1	-4	13	-2	1.9	21	-1	3	0	-5
CCn1cc(CN2CCCC(C(=O)Nc3cccc(-c4cc5ccccc5[nH]4)c3)C2)cn1 (configuration not stated)	3	-6	-5	1.8	43	5	5	16	-11
O=S(=O)(c1ccc(F)c(F)c1)N1CCN(CCc2ccccc2)CC1	26	19	-3	2.0	3	2	9	16	7
Cc1ccc(-n2c(SCC(=O)Nc3ccc4c(c3)OCO4)nnc2-c2ccccn2)cc1	0	-3	-2	-1.2	5	-4	4	7	-10
Cc1ccccc1CN1CCN(C2CCC2)CC1CCO (configuration not stated)	-9	-4	-2	-0.8	20	-1	18	1	5
COc1ccc(N2CC(NS(=O)(=O)c3cccs3)CC2=O)cc1 (configuration not stated)	7	4	0	0.6	22	-5	6	7	4
Cc1c(-c2c(C#N)c(N)nc3c2CCCCCC3)cnn1C	-6	8	1	1.1	-1	-2	22	14	-2
CC(C)(C)c1ccc(-c2conc2N)cc1	10	9	1	4.2	-96	-3	2	46	4
CC1(C)OC(=O)C(=CSc2ccc(C(C)(C)C)cc2)C(=O)O1	-2	-1	0	-2.2	8	-2	0	3	4
Cc1nn(Cc2ccc(Cl)cc2)c(C)c1NC(=O)c1ccc([N+](=O)[O-])cc1	0	4	-5	1.4	19	-1	-10	40	-28
CN1CCN(Cc2cccc(Oc3ccc(Cl)cc3)c2)CC1	-9	7	0	1.6	13	-8	8	-5	-6
O=C1NCC(CN(c2ccccc2)c2ccccc2)O1 (configuration not stated)	4	-3	0	-0.1	7	-3	9	11	-3
CC(=O)N/N=C(\C)CC(=O)Nc1cccc(C(F)(F)F)c1	-3	2	7	1.5	12	-1	-29	10	-12
COc1cc2c(cc1NC(=O)CSc1ccc(C)cc1)oc1ccccc12	-2	2	0	-2.0	2	-2	18	22	1
CCOc1ccccc1C(=O)N[C@H](C(=O)OCc1cc([N+](=O)[O-])cc2c1OCOC2)C(C)C	10	7	0	-0.6	24	-1	15	31	9
CC1(C)CC(=O)C(C=NCCN2CCNC2=O)=C(O)C1	-2	3	-1	0.5	10	0	17	-11	11
Cc1ccc(-n2c(CCC(=O)O)ccc2-c2cccs2)cc1C	13	9	1	0.8	21	2	-22	28	-4
O=C(NCc1ccccc1Cl)C(=O)NCC1OCCN1S(=O)(=O)c1cccs1 (configuration not stated)	4	2	-3	0.0	2	-5	5	13	0
CCOC(=O)c1c(C2CC2)csc1NC(=O)COC(=O)c1cnc(Cl)c(Cl)c1	4	2	0	-0.1	12	-4	7	7	2

Another view of 3 compounds above:
| SMILES | EBI2 block | CCR6 antagonist | UPR XBP1 act | CHOP UPR activ | Mdm2-MdmX inh | APJ agonist | APJ antagonist | tim23-1 inh | CXCR6 inh |
| --- | --- | --- | --- | --- | --- | --- | --- | --- | --- |
| CN1CCN(Cc2cccc(Oc3ccc(Cl)cc3)c2)CC1 | -9 | 7 | 0 | 1.6 | 13 | -8 | 8 | -5 | -6 |
| Cc1ccc(-n2c(CCC(=O)O)ccc2-c2cccs2)cc1C | 13 | 9 | 1 | 0.8 | 21 | 2 | -22 | 28 | -4 |
| CC1(C)OC(=O)C(=CSc2ccc(C(C)(C)C)cc2)C(=O)O1 | -2 | -1 | 0 | -2.2 | 8 | -2 | 0 | 3 | 4 |

(list continues)
SMILES	EBI2 block	CCR6 antagonist	UPR XBP1 act	CHOP UPR activ	Mdm2-MdmX inh	APJ agonist	APJ antagonist	tim23-1 inh	CXCR6 inh
O=C1CN(C(=O)COC(=O)CCS(=O)(=O)c2ccccc2)c2ccccc2N1	-4	-4	-2	1.4	-3	-5	5	15	1
O=C(Nc1ccn(C2CC(OC(=O)c3ccccc3)C(CO)O2)c(=O)n1)c1ccccc1 (configuration not stated)	0	8	2	0.3	-10	1	8	3	4
Clc1ccc(-n2nnnc2-c2ccno2)cc1	-2	-2	3	0.3	-12	-1	11	24	-6
O=Cc1ccc(O)cc1O	6	-13	-1	-0.6	29	-5	6	-5	-2
C/C(=N/NC(=O)CCc1c(C)n[nH]c1C)c1cccc([N+](=O)[O-])c1	-6	9	-2	-1.5	23	-1	15	4	7
COc1ccc(CC(C)CC(=O)NCCc2ccc(OC)c(OC)c2)cc1 (configuration not stated)	-3	8	8	2.0	1	-4	10	3	11

Screening data (PubChem BioAssay)
